Tau fluor counter – counter-screen for tau fibril formation inhibitors; Potency, µM (highest dose often 57.7 µM), without a hit: at the highest dose activity change, negative = decrease; actives 0.93% (n = 280,000); tau K18 P301L Alexa594 fluorescence, heparin fibrillization; also: % is scaled to controls: 0 for no effect and ±100 for the full control effect; nearly all actives have a fitted effect of over 55% in size
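Human K18 P301L tau (15 uM unlabeled plus 0.24 uM Alexa 594-labeled, final) in 100 mM sodium acetate pH 7 was mixed with compound and 20 uM heparin and incubated 6 hr at 37 C.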
Tau fibril FP – blocks human tau fibril formation measured by polarization; Potency, µM (top dose mostly 57.7 µM), inactives show top-dose activity, negative = inhibition, hits mostly inhibitors; K18 P301L tau heparin fibrillization, Alexa594 FP, 6 h; P10636; actives 0.39% (n = 280,000); also: % is scaled to controls: 0 for no effect and ±100 for the full control effect; nearly all actives have a fitted effect of over 55% in size
Target sequence (P10636 561-689 P618L limits assumed): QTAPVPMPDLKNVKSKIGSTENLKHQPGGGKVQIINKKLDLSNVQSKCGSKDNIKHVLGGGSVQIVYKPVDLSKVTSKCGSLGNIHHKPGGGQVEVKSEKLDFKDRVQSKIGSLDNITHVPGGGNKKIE
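Compound effects on tau fibrillization are measured by Alexa 594 fluorescence polarization (ex 555, em 632 nm). K18 P301L tau is used at 15 uM with 0.24 uM labeled tracer, and 20 uM heparin induces aggregation over 6 hr at 37 C.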
KDM4E inh – blocks human JMJD2E demethylase activity; B2RXH2; JMJD2E catalytic domain, FDH-coupled NADH fluorescence (FDH is formaldehyde dehydrogenase); Potency, µM (series often up to 57.1 µM), without a hit: at the highest dose activity change, negative = inhibition, usual class: inhibitors; actives 1.6% (n = 230,000); AID 2147; active = well fitted inhibition curve with a large enough effect, not every such curve was filed as active; inconclusive = small, poorly fitted or top-dose-only effect, or another doubt; inactive = no such curve, though single readings can be large or run the other way;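 also: 0% = wells with enzyme and -100% = buffer wells without enzyme; nearly all actives have a fitted effect of over 50% in size; many of its hits are not listed in these tables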
Target sequence (B2RXH2 1-337 limits assumed): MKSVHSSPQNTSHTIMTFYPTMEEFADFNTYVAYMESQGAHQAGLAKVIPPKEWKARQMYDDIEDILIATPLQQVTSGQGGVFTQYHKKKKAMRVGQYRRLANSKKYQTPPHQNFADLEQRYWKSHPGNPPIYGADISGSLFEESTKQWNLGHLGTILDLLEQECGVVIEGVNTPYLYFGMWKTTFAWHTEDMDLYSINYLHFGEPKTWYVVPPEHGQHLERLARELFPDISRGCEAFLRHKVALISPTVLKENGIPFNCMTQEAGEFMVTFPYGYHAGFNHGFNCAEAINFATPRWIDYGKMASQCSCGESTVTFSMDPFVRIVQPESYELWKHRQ
HTT cytoprotect – protects HTT-Q103 PC12 cells, measured by ATP; PC12 HTT-Q103 induced, cytoprotection, ATP luminescence, 40 h; Potency, µM (series often up to 56.4 µM), without a hit: cytoprotection (ATP increase), usual class: activators; actives 0.14% (n = 230,000); AID 1471;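 also: % of control where 0% means no effect; nearly all actives have a fitted effect of over 45% in size; toxic huntingtin expression switched on by the ecdysone agonist tebufenozide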
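PC12 cells stably carrying ecdysone-inducible Htt exon 1 (Q103)–GFP were induced with 100 nM tebufenozide (final) alongside library compounds in a dose series. Cytoprotection was scored as retained ATP by ATPlite luminescence.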
HttQ103 aggreg – reduces HttQ103-GFP aggregates in PC12 cells. PC12 HttQ103-GFP aggregates, Acumen cytometry, 40 h. Potency, µM (top dose mostly 46.1 µM), without a hit: at the top dose activity change, negative = inhibition, hits mostly inhibitors. actives 1.1% (n = 220,000). AID 1688; also: % is scaled to controls: 0 for no effect and ±100 for the full control effect; nearly all actives have a fitted effect of over 60% in size
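PC12 cells stably carrying ecdysone-inducible HTT exon 1 Q103–GFP were induced with tebufenozide (100 nM final) and treated with library compounds in titration. GFP aggregates in lysates were counted by laser scanning cytometry.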
Tau fibril ThT – inhibitors of human tau fibril formation, thioflavin T binding; recombinant tau K18 P301L (four-repeat tau fragment), heparin-induced fibrillization, ThT fluorescence; Potency, µM (series often up to 57.4 µM), inactives show at the highest dose activity, negative = inhibition, most hits filed as inhibitors; actives 2.1% (n = 270,000); also: % is scaled to controls: 0 for no effect and ±100 for the full control effect; nearly all actives have a fitted effect of over 55% in size
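In this qHTS, human K18 P301L tau is incubated with compound and heparin for 6 hr at 37 C, and Thioflavin T fluorescence then reports fibril load.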
SMN2 splice up – enhancers of SMN2 splice variant expression | HEK293 SMN2-luciferase splicing reporter, luminescence, 30-36 h | Potency, µM (doses to about 46.1 µM), without a hit: at the highest dose activity change, positive = activation, most hits filed as activators | actives 2.8% (n = 210,000) | AID 1458; also: % of control where 0% means no effect; nearly all actives have a fitted effect of over 55% in size
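HEK293 cells carry an SMN2 minigene-luciferase reporter in which exon 7 inclusion puts luciferase in frame. Cells were seeded at 2000 cells/well, attached for 10-12 hours, then exposed to compounds for 30-36 hours at 37C before ONE-Glo luminescence.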
ALDH1A1 block – blocks purified human ALDH1A1 activity | Purified ALDH1A1, NADH fluorescence, propionaldehyde substrate | Potency, µM (highest dose often 75.3 µM), inactives show at the top dose activity, negative = inhibition, usual class: inhibitors | actives 7.3% (n = 220,000) | AID 1030; active = well fitted inhibition curve with a large enough effect, not every such curve was filed as active; inconclusive = small, poorly fitted or top-dose-only effect, or another doubt; inactive = no such curve, though single readings can be large or run the other way;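 also: plate controls were no enzyme wells and a reference inhibitor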
Target sequence (P00352 whole entry, looked up): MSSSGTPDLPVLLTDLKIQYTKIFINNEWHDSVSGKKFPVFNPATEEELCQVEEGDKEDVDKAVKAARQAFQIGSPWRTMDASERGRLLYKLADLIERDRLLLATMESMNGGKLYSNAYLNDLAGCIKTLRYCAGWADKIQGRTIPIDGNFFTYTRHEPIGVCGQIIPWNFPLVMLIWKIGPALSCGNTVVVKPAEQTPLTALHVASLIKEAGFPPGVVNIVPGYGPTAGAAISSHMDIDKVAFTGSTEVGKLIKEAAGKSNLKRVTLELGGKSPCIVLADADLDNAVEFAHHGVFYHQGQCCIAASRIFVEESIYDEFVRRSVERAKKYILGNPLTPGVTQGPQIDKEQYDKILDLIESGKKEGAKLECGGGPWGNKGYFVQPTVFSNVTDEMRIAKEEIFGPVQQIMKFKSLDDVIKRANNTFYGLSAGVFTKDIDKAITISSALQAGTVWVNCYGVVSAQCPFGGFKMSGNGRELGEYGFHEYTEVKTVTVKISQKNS
Numbers without * were called inactive; ? = inconclusive; · = not tested or not shown; & = joins results of further samples; [ ] = remark or other dose. Unless noted, calls follow the shape of the dose curve; as a rule, active = well fitted curve in the direction sought with a large enough effect; inconclusive = small, poorly fitted or top-dose-only effect, or another doubt; inactive = no such curve, though single readings can be large; an effect the other way counts as inactive or inconclusive. Potency is read from the fitted curve at half-maximal effect. Only part of the results is shown; the hit share may differ from the screen's.

Structure,Tau fluor counter,Tau fibril FP,KDM4E inh,HTT cytoprotect,HttQ103 aggreg,Tau fibril ThT,SMN2 splice up,ALDH1A1 block
CCOc1ccc(NC2SC(=O)N(Cc3ccccc3)C2=O)cc1 (stereo not given),?,15%,·,·,·,?,3%,·
O=C(CSc1nnc(-c2cccs2)n1Cc1ccccc1)NCc1ccc2c(c1)OCO2,0%,-3%,-2%,-21%,1%,-15%,-2%,-3%
COc1ccc(N2C(=O)NC3CC2(C)Oc2ccc(Cl)cc23)cc1OC (stereo not given),-4%,2%,3%,9%,5%,-16%,27%,-2%
Cc1nc(SCCOc2ccc(F)cc2)c2ccccc2n1,-6%,0%,-2%,6%[10 µM],18%,-3%,-27%,?
CSc1nc(C)c(Cc2c(F)cccc2Cl)c(=O)[nH]1,-9%,-4%,-8%,18%[10 µM],13%[9.22 µM],-6%,·,0%
CC(C)(C)C1=CC=C(C(C)(C)C)C(=O)C1=O,?,18µM*,-13%,3%[10 µM],5%[9.22 µM],18µM*,·,1.6µM*
CCOC(=O)c1c(N)sc2c1CCCC2,-17%,?,?,-8%,-8%,?,-8%,20µM*
CN(Cc1cccc(-n2cccn2)c1)C(=O)CCc1nnc(C2CCCCC2)o1,-10%,-6%,9%,15%[10 µM],-2%[9.22 µM],-8%,·,-9%
Cc1cc(C(=O)CSc2nnc(-c3ccc(OC(F)F)cc3)o2)c(C)n1Cc1cccs1,-16%,?,-14%,-18%,18%,?,12%,-8%
Cc1ccccc1OCC(=O)NCC(=O)N/N=C/c1ccc(Br)o1,7%,2%,9%,·,-4%,-6%,-5%,4%
CCOc1ccccc1N(CC(=O)NC(C)(C)C)C(=O)Cn1nnc(-c2ccc(C)o2)n1,-3%,0%,-20%,-21%,3%,-8%,19%,?
Cc1ccc(C(=O)n2nc(-c3ccccc3)nc2NCc2ccco2)cc1,-28%,?,-11%,-9%,-22%,6%,10%,?
Cc1ccc(/C=N/NC(=O)c2ccccc2OCc2cccc(Br)c2)o1,-1%,-4%,?,-84%[inhibitor],-28%,-16%,-8%,-15%
O=C(O)c1ccc(NS(=O)(=O)c2ccc3c(c2)C2C=CCC2C(c2ccccc2F)N3)cc1 (stereo not given),?,?,-23%,13%[10 µM],5%[9.22 µM],32µM*,·,?
Cc1cccc(C(=O)n2c(=S)nc3cc(C)ccn32)c1,-26%,?,-2%,-74%[inhibitor][10 µM],-2%[9.22 µM],?,·,?
CCN(CC(=O)Nc1cccc(OC)c1)C(=O)c1ccc(C)s1,-2%,0%,-4%,-9%,-1%,-4%,-9%,0%
CCC(=O)c1ccc(O)c(OC)c1,5%,11%,-5%,-23%,-5%,-5%,9%,8%
CSc1nnc2c(n1)OC1(Nc3ccccc3-2)C(=O)Nc2ccccc21 (stereo not given),9%,3%,46%[activator],-31%[inhibitor],-2%,-7%,6%,?
COc1cccc(S(=O)(=O)c2nc(C)c3c(n2)CCC3)c1,-3%,-3%,1%,-20%[1.9 µM],13%[9.22 µM],-5%,-1%,6.3µM*
O=C(CSc1nc2ccccc2c(=O)n1CCCO)N1CCc2ccccc21,-3%,8%,-1%,11%[1.9 µM],4%,-7%,-4%,?
O=C(CCN1C(=O)/C(=C/C=C/c2ccccc2)SC1=S)Nc1nccs1,-6%,4%,-2%,-13%,15%,?,1%,3%
Cc1ccc(C(=O)COC(=O)CCC(=O)Nc2ccc(Oc3ccccc3)cc2)cc1,-7%,-3%,·,·,·,-13%,-6%,·
CCCN1C2=C(C(=O)CCC2)C(c2ccc(O)c(Br)c2)C2=C1CCCC2=O,-19%,-2%,?,8%[10 µM],-4%,-5%,-1%,-12%
Cc1cccc(C2(c3cccc(C)c3)CC2C(=O)NCC2CCCO2)c1 (stereo not given),7%,12%,-6%,13%[10 µM],5%,1%,-5%,14%
Cc1ccc(C(=O)N/C(=C/c2cccc([N+](=O)[O-])c2)C(=O)NC(C)C)cc1,1%,7%,3%,26%[10 µM],1%,0%,-3%,0%
O=C1C2C3CCC(C3)C2C(=O)N1CNc1ccccc1 (stereo not given),-4%,-3%,55%[activator],-5%[10 µM],-9%,-3%,-10%,?
O=C(c1ccc(-c2ccc([N+](=O)[O-])cc2Cl)o1)N1CCOCC1,-11%,0%,0%,-37%[inhibitor],4%[9.22 µM],?,?,-8%
O=C(CN1CCOCC1)N1CCCc2c1c(=O)oc1ccc(OCc3ccccc3)cc21,3%,5%,?,-26%[10 µM],24%,-15%,-39%[inhibitor],?
O=C(NC(O)C(=O)c1ccccc1)c1cccs1 (stereo not given),-12%,-2%,8%,-11%,0%,?,0%,?
Cc1cc2nc(-c3ccc(NC(=O)c4cccnc4)cc3)oc2cc1C,-23%,-4%,144%[activator],-21%[10 µM],3%,?,13µM*,100%[activator]

Structure,Tau fluor counter,Tau fibril FP,KDM4E inh,HTT cytoprotect,HttQ103 aggreg,Tau fibril ThT,SMN2 splice up,ALDH1A1 block
Nc1nc(Cl)cc(-c2ccccc2)n1,-6%,-3%,?,13%[10 µM],11%[9.22 µM],-3%,·,-3%
Clc1ccc(Cc2nnc(-c3ccccc3Br)o2)cc1,-17%,0%,-18%,-13%,14%,-21%,-2%,10%
CC1CN(c2cc(=O)n(-c3ccccc3)c(=O)[nH]2)CC(C)O1 (stereo not given),3%,0%,-11%,2%[10 µM],-7%,-4%,-8%,?
O=C(Nc1nnc(C2=COCCO2)o1)c1ccc(S(=O)(=O)N2CCOCC2)cc1,-3%,-5%,-12%,-5%,-13%,-7%,-46%,?
O=C(/C=C/c1c(F)cccc1Cl)Nc1nn[nH]n1,12%,4%,-23%,·,·,8%,-2%,-1%
Cc1ccc(Cn2cc(SCC(N)=O)c3ccccc32)cc1,9%,4%,2%,·,-9%,9%,13%,-6%
COc1ccc(C)cc1NS(=O)(=O)c1cc(C)ccc1C,-11%,5%,-1%,-19%,-28%,3%,-10%,8%
Cc1ccc(N2CC(C(=O)Nc3ccc(S(=O)(=O)Nc4nccc(C)n4)cc3)CC2=O)cc1 (stereo not given),9%,3%,0%,1%[10 µM],-5%,4%,4%,-10%
CCCCNCc1ccc(OCc2ccc(Cl)nc2)c(OC)c1,-10%,-7%,0%,30%[10 µM],4%[9.22 µM],-3%,·,·
NC(=S)NNC(=S)Nc1ccccc1,-2%,-12%,-13%,·,·,-10%,-4%,22µM*
O=C(c1ccc(Cl)cc1)c1c[nH]c(C(=O)NNc2ccccc2)c1,-10%,-15%,-22%,-12%,?,?,-17%,20µM*
N/C(=N\OC(=O)Cc1cccs1)c1ccccc1,-15%,3%,-4%,-28%,-1%,-16%,-4%,4%
COc1ccc(S(=O)(=O)c2cn(Cc3ccccc3)c3ccc(OC)cc3c2=O)cc1,-23%,0%,·,·,·,-10%,-1%,·
NC(=O)c1ccc(Cl)c2ccccc12,-15%,-4%,-14%,-8%[10 µM],-6%[9.22 µM],-12%,·,1%
COc1ccccc1C(=O)N(c1ccc(C)cc1)S(=O)(=O)c1ccc(Cl)cc1,-11%,2%,·,·,·,-7%,-23%,·
Cc1cccc(OCC(=O)Nc2ccc(N3CCN(S(C)(=O)=O)CC3)cc2)c1C,-14%,9%,-2%,-9%[10 µM],32%,-14%,?,0%
COc1ccccc1CNC(=O)CCn1c(=O)[nH]c2ccsc2c1=O,0%,0%,-4%,19%[10 µM],-6%,-5%,-9%,9%
NC(=O)COC(=O)c1cc(=O)[nH]c2ccccc12,8%,0%,?,10%[10 µM],-7%[9.22 µM],4%,·,-4%
CCN1C(=O)c2cccc3c(S(=O)(=O)NCC4CCCO4)ccc1c23 (stereo not given),-1%,6%,?,-1%[10 µM],23%[9.22 µM],1%,·,·
Cc1cc(C)n(C(=O)c2ccc(C)c(S(=O)(=O)N3CCOCC3)c2)n1,0%,-3%,-3%,-26%[0.074 µM],2%,1%,-13%,10%
Cc1cc(=O)c2c(O)cc(O)c(C)c2o1,28µM*[quencher],?,-24%,14%,·,25µM*,-3%,0%
CC(C(=O)NCCCN1CCOCC1)n1cccc1C(=O)c1ccccc1 (stereo not given),0%,-1%,3%,2%[10 µM],12%,0%,-17%,-1%
COc1ccc(S(=O)(=O)N2CCC(C(=O)NCc3ccccn3)CC2)cc1Cl,1%,-4%,-2%,14%[10 µM],-14%,-3%,-3%,-8%
CN(C)CCCn1cc(C2=C(c3c[nH]c4ccccc34)C(=O)NC2=O)c2ccccc21,20µM*[quencher],2%&2%&2%,-16%,-70%&-59%&24%[inhibitor],·,13µM*,?,-12%&14%&-7%
CN(C)C(=O)N1CCC(C(=O)NCc2ccccc2)CC1,0%,0%,7%,6%,-6%,-5%,18%,4%
COc1ccccc1Cc1noc(C(C)(C)NC(=O)c2ccccc2)n1,2%,1%,4%,-20%,5%,5%,·,4%
O=C(COc1ccccc1)N1CCN(C(=O)c2ccc([N+](=O)[O-])cc2)CC1,4%[2.34 µM],-8%[2.34 µM],13%,7%[10 µM],18%[9.22 µM],-5%,·,4%
CC(c1ccc(F)cc1)n1c(-c2ccc3ccccc3n2)n[nH]c1=S (stereo not given),-23%,1%,-14%,-3%,7%,-15%,-3%,?
Cc1ccc(C)c(NC(=O)C2CCCN2C(=O)OC(C)(C)C)c1 (stereo not given),4%,-1%,0%,-10%[10 µM],-2%,-6%,2%,-11%
Clc1ccc(OCCCCN2CCc3ccccc3C2)cc1,-9%,-7%,-3%,-20%,24%,-12%,-7%,0%
CC(C)c1nc2sc3c(c2c(=O)n1N)CC(C)(C)OC3,-5%,3%,8%,-5%,-31%,-5%,-15%,11%

High-throughput results as filed in PubChem BioAssay.
